PHOSPHO1 inh: PHOSPHO1 (human) inhibition; recombinant PHOSPHO1, absorbance phosphatase assay; Q8TCT1; 1.1% of 290,000 active; inhibition, % at 13.3 µM; in the data active = inhibition above about 60%
GPR7 antag: human neuropeptides B/W receptor 1 antagonism; GPR7-expressing cells, fluorescence antagonist assay; 1.1% of 290,000 active; AID 1861; inhibition, % at 4.4 µM; P48145; in the data active = inhibition above about 16%, passing the limit was not always enough;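 note: cells stimulated with the agonist NPW; 0% = agonist with vehicle and 100% = vehicle without agonist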
p-CIP stab down: compounds decreasing mouse p/CIP protein stability; F442A p/CIP-EGFP cells, EGFP fluorescence, 16 h; 0.01% of 290,000 active; decrease of EGFP signal, % at 10 µM; Q05BA5; AID 1984;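 active = EGFP signal decrease of at least 30% at 10 µM or well 3 SD below plate mean, unless failing retest; inactive = the rest, including hits failing retest or dose response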; note: some compounds called inactive have numbers as strong as hits; many of its hits are not listed in these tables
NALP1 yeast inh: NALP1 inhibition. S. cerevisiae NALP1/ASC/caspase-1 growth, X-gal OD620, 72 h. inhibition, % at 10 µM. 0.61% of 280,000 active. AID 2071; in the data active = inhibition mostly above about 24%, no sharp cut-off; inactive = mostly below about 32%; note: some compounds called inactive have numbers as strong as hits
VIM-2 inh: inhibitors of Pseudomonas aeruginosa VIM-2 metallo-beta-lactamase; purified VIM-2, nitrocefin hydrolysis, epi-absorbance fluorescence; inhibition, % at 5.6 µM; 0.89% of 290,000 active; AID 1527;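 active = inhibition above the mean of all tested compounds plus 3 SD, cutoff set per screening run, cut at about 7.5% in these data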;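 note: red hydrolysis product quenches plate fluorescence so inhibitors raise well fluorescence; 0% = enzyme with DMSO and 100% = DMSO without enzyme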
PfM18AAP inh: PfM18AAP enzyme inhibition; inhibition, % at 7.35 µM; AID 1822; recombinant PfM18AAP, H-Glu-NHMec fluorogenic cleavage; 1.2% of 290,000 active;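 active = inhibition above the campaign mean inhibition over all tested compounds plus 3 SD, cut at about 28% in these data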;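 note: 0% = plate median of test compound wells and 100% = 2 mM ZnCl2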
IDE inh: inhibitors of human insulin-degrading enzyme in cells | HEK cells, FAbetaB cleavage, fluorescence polarization | P14735 | 0.41% of 320,000 active | inhibition, % at 5.59 µM;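 active = percent inhibition above the average of all tested compounds plus 3 SD, set per screening campaign, cut at about 16% in these data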;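 note: IDE supplied by intact live HEK cells; FP after avidin binding of uncleaved biotin substrate so inhibition keeps polarization high; 0% = DMSO wells and 100% = 60 µM reference IDE inhibitor Ii1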
Target sequence (P14735 whole entry, looked up): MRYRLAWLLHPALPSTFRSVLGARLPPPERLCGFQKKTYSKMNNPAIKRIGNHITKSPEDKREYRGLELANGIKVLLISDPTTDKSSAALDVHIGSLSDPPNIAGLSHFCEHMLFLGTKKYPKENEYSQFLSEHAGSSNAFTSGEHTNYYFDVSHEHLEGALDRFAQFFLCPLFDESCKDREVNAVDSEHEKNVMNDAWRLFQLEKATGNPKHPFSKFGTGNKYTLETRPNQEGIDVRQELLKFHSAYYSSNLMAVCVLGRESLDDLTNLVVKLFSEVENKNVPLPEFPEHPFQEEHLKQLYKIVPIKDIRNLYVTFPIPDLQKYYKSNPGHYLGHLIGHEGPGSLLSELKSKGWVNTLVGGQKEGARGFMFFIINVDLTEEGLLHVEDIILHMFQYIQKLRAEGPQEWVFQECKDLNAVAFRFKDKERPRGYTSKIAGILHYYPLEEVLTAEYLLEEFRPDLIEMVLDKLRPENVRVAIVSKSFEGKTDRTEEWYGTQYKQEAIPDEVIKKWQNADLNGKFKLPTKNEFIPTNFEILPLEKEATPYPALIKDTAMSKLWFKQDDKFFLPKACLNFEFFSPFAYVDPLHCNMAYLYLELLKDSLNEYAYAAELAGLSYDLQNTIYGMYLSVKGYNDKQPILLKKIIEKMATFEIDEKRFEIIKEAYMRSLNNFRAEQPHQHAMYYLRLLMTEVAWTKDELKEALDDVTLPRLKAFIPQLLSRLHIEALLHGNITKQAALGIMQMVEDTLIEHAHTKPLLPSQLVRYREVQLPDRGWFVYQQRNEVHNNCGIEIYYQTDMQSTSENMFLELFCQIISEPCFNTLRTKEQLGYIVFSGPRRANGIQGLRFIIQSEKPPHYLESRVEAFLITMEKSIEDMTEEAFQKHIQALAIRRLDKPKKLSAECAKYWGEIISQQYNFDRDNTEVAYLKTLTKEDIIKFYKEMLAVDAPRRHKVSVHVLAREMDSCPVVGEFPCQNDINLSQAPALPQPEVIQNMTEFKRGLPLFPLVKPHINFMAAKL
IMP-1 inh: inhibitors of Pseudomonas aeruginosa IMP-1 metallo-beta-lactamase; purified IMP-1, nitrocefin hydrolysis, epi-absorbance fluorescence; inhibition, % at 5.6 µM; 0.45% of 290,000 active; AID 1556;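 active = inhibition above the mean plus 3 SD of all compounds in the same screening run, cut at about 4.5% in these data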;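 note: 0% = IMP-1 with DMSO and 100% = DMSO wells lacking enzyme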
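Assay system: purified recombinant IMP-1 beta-lactamase. Input: IMP-1 0.2 nM before substrate addition. Buffer or medium: Zinc- and detergent-supplemented HEPES buffer, pH 7.1. Schedule: 25 °C, 15 min preincubation, 25 min reaction. Signal: Epi-absorbance fluorescence, 480 nm excitation, 530 nm emission. Evaluation: percent inhibition from optical density relative to buffer-blank wells.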
IDE cell activ: boosts human insulin-degrading enzyme activity in HEK cells; 0.073% of 340,000 active; P14735; activation, % at 5.96 µM; FAbeta-B cleavage, fluorescence polarization; 0% vehicle, 100% cell-free pure enzyme wells;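 active = activation above the mean of all tested compounds plus 3 SD, set per screening campaign, cut at about 17% in these data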
* hit, by the source's call; · = no result given.

Values run as follows: PHOSPHO1 inh, GPR7 antag, p-CIP stab down, NALP1 yeast inh, VIM-2 inh, PfM18AAP inh, IDE inh, IMP-1 inh, IDE cell activ
CSc1nc(-c2ccccc2)nc2c1COC(C)(C)C2
    10, -8, 7, -1, -3.1, 0, -1, -5.1, 0
O=c1c2c(nc3n1CCCCC3)-c1ccccc1CC21CCCCC1
    -17, -2, -10, -44, -3.3, 0, 3, -2.8, -5
COc1ccccc1OC(C)C(=O)N1CCC(Cc2ccccc2)CC1 (configuration not stated)
    31, 4, 6, 5, -1.8, 4, 2, -1.6, 5
NC(=O)NC(=O)CN1c2cccc3cccc(c23)S1(=O)=O
    19, 0, -11, 26, 3.0, -10, -3, -0.8, 0
C=CCN1C(=O)/C(=C\C=C2\N(C)c3ccccc3C2(C)C)SC1=S
    0, -4, -25, 18, -1.7, -11, 2, -1.0, -10
CS(=O)(=O)CCC(C(=O)OCc1ccc(Br)cc1)N1C(=O)c2ccccc2C1=O (configuration not stated)
    -16, -2, 4, 10, -2.2, 2, 2, -3.4, 1
CCn1c(SCC(=O)OC2CCCCC2)nc2ccccc2c1=O
    27, -9, -5, 25, -0.7, 3, 2, 0.2, 11
COc1ccc(N(C(=O)c2snc(C(N)=O)c2N)C(C(=O)NCc2ccccc2)c2ccc(F)cc2)c(OC)c1 (configuration not stated)
    45, -7, 6, 13, -2.2, 4, -6, -2.2, -4
CCOc1ccccc1NC(=O)N1CCC(c2nc3ccccc3[nH]2)CC1
    -3, -2, -6, 7, -3.5, -2, 3, -2.7, 3
COc1cc(CN2CC(C)CC(C)C2)cc([N+](=O)[O-])c1O (configuration not stated)
    -24, -4, -3, 8, -3.1, -3, -1, -3.4, 0
Cc1onc(C(=O)Nc2ccc(OC(F)(F)F)cc2)c1[N+](=O)[O-]
    42, -8, -4, 30, -0.7, -8, 1, -1.9, 1
O=C(CN(C(=O)c1csnn1)c1ccccc1Cl)NCCc1ccccc1
    7, 2, -9, -4, -3.4, -4, 2, -3.1, 1
O=C(O)CCCC(=O)N1N=C(c2ccco2)CC1c1ccco1 (configuration not stated)
    19, -12, -7, 0, -0.7, -4, 7, -3.2, 8
C=CCn1c(CNC(=O)c2ccccc2F)nnc1SCC(=O)NC(C)c1ccccc1 (configuration not stated)
    32, -12, -6, 4, -0.5, -7, 5, -2.9, -1
Cc1ccc(S(=O)(=O)N2CCC(C(=O)Nc3ccc4c(c3)COC4=O)CC2)cc1
    -1, -6, 4, 12, -1.1, -6, -1, -2.1, 3

An excerpt of these results, as a markdown table.
| SMILES | PHOSPHO1 inh | GPR7 antag | p-CIP stab down | NALP1 yeast inh | VIM-2 inh | PfM18AAP inh | IDE inh | IMP-1 inh | IDE cell activ |
| --- | --- | --- | --- | --- | --- | --- | --- | --- | --- |
| CSc1nc(-c2ccccc2)nc2c1COC(C)(C)C2 | 10 | -8 | 7 | -1 | -3.1 | 0 | -1 | -5.1 | 0 |
| O=c1c2c(nc3n1CCCCC3)-c1ccccc1CC21CCCCC1 | -17 | -2 | -10 | -44 | -3.3 | 0 | 3 | -2.8 | -5 |
| COc1ccccc1OC(C)C(=O)N1CCC(Cc2ccccc2)CC1 (configuration not stated) | 31 | 4 | 6 | 5 | -1.8 | 4 | 2 | -1.6 | 5 |

New compounds follow:
Values run as follows: PHOSPHO1 inh, GPR7 antag, p-CIP stab down, NALP1 yeast inh, VIM-2 inh, PfM18AAP inh, IDE inh, IMP-1 inh, IDE cell activ
CS(=O)(=O)N1CCN(c2ccc(C(=O)N3CCOCC3)cc2[N+](=O)[O-])CC1
    21, -5, -11, 8, -2.4, 0, -3, -2.1, 2
Cc1ccc(C)c(NC(=S)NCCCN2CCOCC2)c1
    11, -11, 21, -11, -0.8, -3, -16, -2.8, 7
COc1ccc(CCN(C)C(=O)CCNC(=O)c2ccc(Br)cc2)cc1OC
    53, -5, -3, 3, -0.8, 2, 3, -2.8, 0
Cc1ccc(OCC(=O)NNC(=O)CSc2ncnc3sc(C)c(C)c23)cc1
    37, -8, -9, -7, -3.8, 2, 0, -2.0, 0
Cc1ccc(S(=O)(=O)N(C)CC(=O)O/N=C(\N)c2ccccn2)cc1
    3, -7, -15, 10, -1.5, 2, -1, -2.9, -1
O=C(/C=C/c1ccco1)NC(=S)Nc1ccccc1O
    -92, -1, -8, -2, 1.3, 10, 2, -2.2, ·
CC(=O)N1N=C(c2ccc(C)o2)CC1c1ccc(F)cc1 (configuration not stated)
    4, 5, -8, 9, -1.0, -7, 2, 1.0, 3
CC(Cc1ccccc1)C(=O)N(C)Cc1cccnc1 (configuration not stated)
    -6, 17, 3, 10, -2.4, 6, 1, -1.4, -3
O=C(CCNC(=O)c1ccc([N+](=O)[O-])cc1)NCCc1ccc(Cl)cc1
    15, 6, -14, 11, -6.5, 9, 2, -0.6, 4
c1cncc(-c2nc(N3CCOCC3)c3ccccc3n2)c1
    9, 1, -1, 11, -0.5, 1, 3, -0.6, -4
O=c1[nH]c2cc3c(cc2cc1CN(CCO)S(=O)(=O)c1ccccc1)OCCO3
    28, -19, -7, ·, 0.8, -9, 12, -2.4, 7
CN(C)c1nn(C(=O)Nc2ccc(Cl)cc2Cl)cc1-c1ccccc1
    33, 4, -10, 17, 0.1, -1, -1, -2.0, 7
COc1ccc(Cl)cc1NC(=O)CN1CCc2ccccc21
    6, -9, 10, 10, -1.5, 4, 3, -1.1, -1
COc1cc(NC(=O)CSc2nc3cc(C)ccc3cc2C)c(C(=O)O)cc1OC
    -39, -11, -12, 17, 0.6, 7, -1, -0.5, 0
CC(C)(C)NC(=O)CN(C(=O)CNC(=O)c1cccs1)c1ccc2c(c1)OCCO2
    10, 12, 1, 20, -2.1, 1, -6, -0.9, -8
Cc1nc(SCc2ccccc2)[nH]c(=O)c1CC(=O)OCC(C)C
    11, -8, -15, 14, 1.9, -12, 1, -1.4, 3
O=C(c1nnsc1S(=O)c1ccc(Cl)cc1)N1CCOCC1 (configuration not stated)
    28, 25*, 0, 67*, 3.8, -152, ·, -1.1, -5
CCn1c(SCC(=O)N2CCc3ccccc32)nnc1-c1ccncc1
    46, 18, 0, -8, -1.9, 2, -4, -1.3, 3
Cc1cc(Oc2ccc(=O)n(C)n2)nc(Oc2ccc(=O)n(C)n2)n1
    10, -3, -1, 6, -3.0, 1, 1, -2.7, 4
COc1ccc(/C=C2\CN(Cc3ccccc3)C/C(=C\c3ccc(OC)cc3OC)C2=O)c(OC)c1
    -5, -16, 8, 25, -4.1, 6, -1, -1.3, 7
Cc1nn2c(-c3ccc(Cl)cc3Cl)nnc2s1
    2, -1, -3, 0, 2.6, -7, 2, -1.0, 1
Cc1ccc(CS(=O)Cc2ccc(C(=O)NCc3cccs3)o2)cc1 (configuration not stated)
    21, -4, 4, 22, -0.9, 4, 5, -2.3, 4
CC(C)c1nnc(SCC(=O)N2CCc3ccccc32)n1C
    3, -8, -2, -1, -4.8, -2, 10, -7.5, 1
Cc1ccccc1OCCC(=O)Nc1c(C)n(C)n(-c2ccccc2)c1=O
    ·, 8, ·, ·, -2.8, -3, 0, -1.5, 8
COc1cccc(CC2(CO)CCN(Cc3ccc(NC(C)=O)cc3)CC2)c1
    56, 0, -11, -5, -4.8, -5, 6, -3.4, 1
O=C(Cn1cc(/C=N/NC(=O)c2cccc3ccccc23)c2ccccc21)Nc1ccc(F)cc1
    40, 2, 2, ·, -1.3, -2, -3, 0.2, -4
CCn1cc(S(=O)(=O)CC(=O)Nc2ccc(OC)cc2)c2ccccc21
    -6, -4, -11, 15, -1.7, 2, 0, -2.5, 0
C=CCN1C(=O)C2C(C(=O)NCc3ccccc3)C3C=CC2(O3)C1C(=O)NC(C)(C)C (configuration not stated)
    15, -5, -16, -7, -4.4, -1, 1, -4.9, 4
CCOC(=O)C1CCN(C(=O)c2ccc(NS(=O)(=O)c3ccc(F)cc3C)cc2)CC1
    27, -10, -15, -24, -2.8, 2, 1, -2.7, 1
CCOC(=O)c1nnsc1NC(=O)Nc1ccc(OC)cc1
    30, -15, 2, 14, -0.3, -7, 0, -1.5, -1

Marked active in NALP1 yeast inh, among the entries above:
Values run as follows: PHOSPHO1 inh, GPR7 antag, p-CIP stab down, NALP1 yeast inh, VIM-2 inh, PfM18AAP inh, IDE inh, IMP-1 inh, IDE cell activ
O=C(c1nnsc1S(=O)c1ccc(Cl)cc1)N1CCOCC1 (configuration not stated)
    28, 25*, 0, 67*, 3.8, -152, ·, -1.1, -5

Carrying on:
Values run as follows: PHOSPHO1 inh, GPR7 antag, p-CIP stab down, NALP1 yeast inh, VIM-2 inh, PfM18AAP inh, IDE inh, IMP-1 inh, IDE cell activ
CS(=O)(=O)N1CCCC(C(=O)NCc2ccccc2Cl)C1 (configuration not stated)
    7, 5, -19, 10, 0.8, -9, -2, 0.3, 2
COc1cccc(/C=N/NC(=S)NC2CC3CC2C2C=CCC32)c1O (configuration not stated)
    12, 3, 6, ·, -1.3, -2, 4, -4.0, 13
CC(=O)N1c2ccccc2Sc2ccccc21
    8, -21, -6, 5, 0.5, -9, ·, -2.6, 3
O=C(CN1CCCC1)Nc1ccc(Cl)cc1C(F)(F)F
    16, -8, -4, 6, -2.1, 3, -1, -3.5, -3
O=C(c1cccs1)N1CCCC(c2nc(-c3ccc(F)cc3)no2)C1 (configuration not stated)
    1, 2, 3, 0, -2.5, 1, -5, -5.0, 0
CCOC(=O)C1CCCCN1C(=O)CCc1c(C)nc2ncnn2c1C (configuration not stated)
    -27, -13, 11, 2, -3.0, -20, -1, -3.7, -1
O=C(Nc1c2c(nn1-c1ccc(F)cc1)CS(=O)(=O)C2)c1ccc2c(c1)OCO2
    29, -9, -4, 0, -5.2, 15, 0, -3.3, 0
CCC(=O)Nc1nc(NCc2ccccc2OC)n(-c2ccccc2)n1
    38, -17, -3, 21, -0.9, -2, -3, -3.9, 0

Retrieved one by one from the entries so far:
Values run as follows: PHOSPHO1 inh, GPR7 antag, p-CIP stab down, NALP1 yeast inh, VIM-2 inh, PfM18AAP inh, IDE inh, IMP-1 inh, IDE cell activ
Cc1cc(Oc2ccc(=O)n(C)n2)nc(Oc2ccc(=O)n(C)n2)n1
    10, -3, -1, 6, -3.0, 1, 1, -2.7, 4
CS(=O)(=O)N1CCN(c2ccc(C(=O)N3CCOCC3)cc2[N+](=O)[O-])CC1
    21, -5, -11, 8, -2.4, 0, -3, -2.1, 2
O=C(O)CCCC(=O)N1N=C(c2ccco2)CC1c1ccco1 (configuration not stated)
    19, -12, -7, 0, -0.7, -4, 7, -3.2, 8
O=c1c2c(nc3n1CCCCC3)-c1ccccc1CC21CCCCC1
    -17, -2, -10, -44, -3.3, 0, 3, -2.8, -5

Screens from PubChem BioAssay.
